bIAP inhibitor – intestinal alkaline phosphatase (bovine) inhibition; inhibition, % at 20 µM; 190,000 tested, under 10 active; purified bovine IAP, CDP-star luminescence, 30 min;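 active = over 50% inhibition of intestinal alkaline phosphatase at 20 µM in the single-dose screen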
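test system = bovine IAP enzyme | medium = DEA buffer 100 mM, pH 9.8, with MgCl2 1.0 mM, ZnCl2 0.02 mM | detection = luminescence | dosing = single compound dose of 20 µM, 2% DMSO final | incubation = 30 min reaction at room temperature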
SRC2 TRFRET art – TR-FRET artefact, counter-screen to PPARgamma/SRC-2 agonist assay; AID 1049; TR-FRET ratio at 8 µM; stronger effect = higher value; actives 0.4% (n = 200,000); in the data active = TR-FRET ratio above about 2000; note: inactives centre near 1500
TLR4-MyD88 BLA – TLR4-MyD88 interaction inhibition in cells | O00206+Q99836 | HeLa CL3-4 TLR4/MyD88 BLA complementation, FRET ratio | inhibition, % at 8.4 µM | actives 0.18% (n = 200,000) | AID 861; in the data active = inhibition above about 25%;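 note: 0% = vehicle and 100% = reference inhibitor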
PPARg SRC1 recr – promotes SRC-1 coactivator recruitment by human PPARgamma. P37231. PPARgamma-SRC-1 coactivator recruitment biochemical assay. activation, % at 8 µM. actives 0.41% (n = 200,000); in the data active = activation above about 19%;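 note: 0% = DMSO and 100% = reference agonist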
Target sequence (P37231 whole entry, looked up): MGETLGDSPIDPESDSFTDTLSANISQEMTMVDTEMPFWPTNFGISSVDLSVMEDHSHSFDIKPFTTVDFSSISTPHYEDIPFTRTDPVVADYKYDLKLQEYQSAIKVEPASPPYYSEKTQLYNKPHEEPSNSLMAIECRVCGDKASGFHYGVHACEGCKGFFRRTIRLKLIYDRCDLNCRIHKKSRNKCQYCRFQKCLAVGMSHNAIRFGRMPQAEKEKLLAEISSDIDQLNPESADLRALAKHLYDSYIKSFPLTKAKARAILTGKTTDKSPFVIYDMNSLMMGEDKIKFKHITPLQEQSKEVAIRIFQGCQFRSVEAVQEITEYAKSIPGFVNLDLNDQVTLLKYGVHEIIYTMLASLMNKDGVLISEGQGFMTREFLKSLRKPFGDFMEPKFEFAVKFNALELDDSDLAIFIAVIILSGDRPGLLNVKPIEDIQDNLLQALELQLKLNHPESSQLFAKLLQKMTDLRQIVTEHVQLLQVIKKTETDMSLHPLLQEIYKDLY
PPARg SRC3 recr – agonists of human PPARgamma SRC-3 coactivator recruitment | activation, % at 8 µM | AID 731 | P37231 | actives 0.26% (n = 200,000) | biochemical PPARgamma/SRC-3 coactivator recruitment assay; in the data active = activation above about 23%;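 note: 0% = DMSO and 100% = reference agonist; some compounds past the cut are filed as inactive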
bIAP activator – increases bovine intestinal alkaline phosphatase activity | purified bovine IAP, CDP-star luminescence, 30 min; stronger effect = higher value; fold of DMSO-control signal, blank-subtracted | activation factor at 20 µM | actives 0.17% (n = 200,000) | AID 1016;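 active = activation factor of 2 or more at 20 µM, a signal rise over negative controls twice the positive control's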
Redox H2O2 prof – compounds producing H2O2 with reducing agent – biochemical, NIH compound library profiling, artefact control for MLSCN library redox annotation, primary screen; DTT-dependent redox cycling H2O2, phenol red/HRP absorbance; 100% = 100 µM peroxide control, 0% = buffer; activation, % at 10 µM; actives 0.03% (n = 200,000);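 active = activation of at least 50% relative to the plate's high and low controls in the primary single-dose screen; inactive = activation below 50%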;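 note: compound incubated with DTT at 0.8 mM final as the reducing agent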
PPARg SRC2 recr – PPARgamma-driven SRC-2 recruitment agonism. actives 0.34% (n = 200,000). PPARgamma LBD-SRC-2 recruitment, biochemical. activation, % at 8 µM. P37231. AID 1032; in the data active = activation above about 22%;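 note: 0% = vehicle and 100% = reference agonist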
S1P3 antagonist – antagonists of human S1P3 receptor. Q99500. CHO S1P3 NFAT-BLA reporter, FRET fluorescence, antagonist mode. inhibition, % at 4.98 µM. actives 0.27% (n = 170,000);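 active = inhibition above the plate cutoff, the mean inhibition of test wells on that plate plus 3 SD, cut at about 28% in these data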;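 note: cells challenged with S1P at its EC80 of 0.8 µM; blue over green emission ratio from cleaved BLA substrate after 4 h stimulation; 0% = S1P-stimulated wells and 100% = unstimulated DMSO-only wells; some compounds past the cut are filed as inactive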
Target sequence (Q99500 whole entry, looked up): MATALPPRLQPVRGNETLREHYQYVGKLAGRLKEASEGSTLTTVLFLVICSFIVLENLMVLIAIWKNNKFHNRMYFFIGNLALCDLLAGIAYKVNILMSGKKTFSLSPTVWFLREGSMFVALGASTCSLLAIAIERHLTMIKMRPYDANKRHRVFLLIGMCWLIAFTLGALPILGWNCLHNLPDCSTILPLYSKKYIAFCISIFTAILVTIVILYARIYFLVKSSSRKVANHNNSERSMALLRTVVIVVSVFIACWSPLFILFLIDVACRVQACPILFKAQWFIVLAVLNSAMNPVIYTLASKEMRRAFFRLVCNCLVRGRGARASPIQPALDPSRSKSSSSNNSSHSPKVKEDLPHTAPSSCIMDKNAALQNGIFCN
Lmaj promast – inhibitors of Leishmania major promastigote growth | Leishmania major promastigotes, resazurin fluorescence viability | inhibition, % at 10 µM | actives 9% (n = 200,000) | AID 1063; in the data active = inhibition above about 50%;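 note: promastigotes grown with compound for 44 hours at 28 °C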
ROMK mod – modulates human ROMK potassium channel activity; actives 2% (n = 130,000); B-score at 10 µM; Tet-inducible ROMK, thallium flux fluorescence; actives lie on both sides;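 active = signal ratio slope over the read window, or its plate-corrected B-score, at least 3 SD from the plate mean, either direction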;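 note: B-score of the F/F0 ratio slope over 7 to 12 s after thallium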
The depositor's hits bear a star; · = no result given.

SMILES	bIAP inhibitor	SRC2 TRFRET art	TLR4-MyD88 BLA	PPARg SRC1 recr	PPARg SRC3 recr	bIAP activator	Redox H2O2 prof	PPARg SRC2 recr	S1P3 antagonist	Lmaj promast	ROMK mod
O=[N+]([O-])c1cc(Oc2cccnc2)cc([N+](=O)[O-])c1	11	1462	-7	-1	-3	0.9	-0.1	-9	-4	39	0.62
CCn1nc(C(=O)NCc2ccco2)c(Cl)c1Cl	15	1413	-4	0	3	0.8	-0.7	5	-7	-4	0.28
CC(C)OCCCNC(=S)N1CCC(C(=O)c2ccc3c(c2)OCCO3)CC1	6	1606	-5	5	3	0.9	7.2	10	1	-1	-1.6
CCOc1cc(C2Nc3ccccc3C(=O)N2c2ccccc2OC)ccc1O (stereo not drawn)	10	1472	1	2	-4	0.9	0.0	-5	·	8	0.3
CC(=O)N1CC(=O)N(Cc2ccccc2)/C(=C/c2ccccc2)C1=O	-4	1579	11	4	-3	1	-1.6	10	0	-4	-0.1
CN(C)S(=O)(=O)c1cccc(NC(=O)CSc2nc3ccccc3[nH]2)c1	-1	1640	3	0	-6	1	-2.0	-5	4	9	-1.2
COc1cc(N=Nc2c(C)n(C)n(-c3ccccc3)c2=O)ccc1N	25	1662	-11	28*	11	0.7	-0.7	22	-20	10	-0.59
CC1=C(C(=O)OC(C)C)C(c2cccnc2)C2=C(CC(C)(C)CC2=O)N1 (stereo not drawn)	8	1769	-1	5	0	0.9	-0.1	14	·	92*	0.27
C/C(CC(=O)Nc1c(C)cc(C)cc1C)=N\NC(=O)c1cnccn1	8	1676	-11	5	-2	0.9	0.2	7	-4	-5	0.56
Clc1ccc(Cn2c(-c3cccnc3Cl)nc3ccccc32)c(Cl)c1	-4	1351	13	-8	-8	1	-3.0	-9	·	99*	0.16
CCOC(=O)N1CCC(=NNC(=O)NC2CCCCC2)CC1	-11	1586	1	3	-1	1.1	-0.4	0	1	-5	0.48
CSc1cccc(NC(=S)N(C(C)C)C(C)c2ccccn2)c1 (stereo not drawn)	15	1649	3	-2	-4	0.9	-0.4	-1	-11	2	-0.87
COc1ccc(C(=O)NNC(=S)NC(=O)c2ccccc2[N+](=O)[O-])cc1	-12	1568	-9	7	2	1.1	-0.1	8	-9	-8	·
CC1CCCCC1NC(=O)C(=O)NCC1CCCO1 (stereo not drawn)	4	1605	-2	8	2	1	1.8	-4	·	-5	·
COCCNC(=O)c1nn(-c2cc(OC)cc(OC)c2)c(=O)c2ccccc12	-9	1474	10	2	-2	1.1	-2.3	3	-42	-4	·
CC(C)(C)Cc1nc2ccccc2n1CCc1ccccc1	10	1471	-7	4	9	0.9	0.2	5	·	29	·
CCCCCCCCC(=O)Nc1cc(C)ccc1OC	8	1590	9	-8	3	0.9	-1.6	-3	·	-9	-0.29
CCOc1cc(/C=N/NC(N)=O)ccc1OCC(=O)Nc1ccc(C)c(C)c1	-3	1563	-5	-7	-1	1	-0.4	-1	-14	-1	-0.038
CCC(=O)N1c2ccccc2NC2=C(C(=O)CCC2)C1c1ccc(N(C)C)cc1 (stereo not drawn)	-5	1430	12	2	-2	1	0.0	-5	-5	-4	0.028
O=C(NCCCn1ccnc1)c1cccnc1	-4	1725	-2	-10	2	1	0.1	-4	·	-8	·
CCOC(=O)c1cc(-c2ccccc2)sc1NC(=O)C(C)Sc1nnc(C)s1 (stereo not drawn)	1	1592	-9	5	2	1	3.6	6	-3	2	-0.75
CC(C)NC(=O)CN1C(=O)NC(CCc2ccccc2)C1=O (stereo not drawn)	4	1493	0	7	-2	1	1.8	-8	·	12	·
CCCCn1c(=O)c(C(=O)c2ccccc2)nc2ccccc21	9	1459	7	2	6	0.9	1.6	-7	·	5	·
CC(C)C(OC(=O)c1nsc(Cl)c1Cl)C(=O)NCc1ccc2c(c1)OCO2 (stereo not drawn)	2	1627	12	-2	5	1	2.5	0	·	-6	·
CCOc1ccc(Nc2cc(=O)n(C)c(=O)n2C)cc1	12	1645	-7	5	-1	0.9	0.4	-1	4	0	·

Whole records from above:
Entry for CCOC(=O)N1CCC(=NNC(=O)NC2CCCCC2)CC1 : bIAP inhibitor: -11; SRC2 TRFRET art: 1586; TLR4-MyD88 BLA: 1; PPARg SRC1 recr: 3; PPARg SRC3 recr: -1; bIAP activator: 1.1; Redox H2O2 prof: -0.4; PPARg SRC2 recr: 0; S1P3 antagonist: 1; Lmaj promast: -5; ROMK mod: 0.48
Entry for COc1cc(N=Nc2c(C)n(C)n(-c3ccccc3)c2=O)ccc1N : bIAP inhibitor: 25; SRC2 TRFRET art: 1662; TLR4-MyD88 BLA: -11; PPARg SRC1 recr: 28*; PPARg SRC3 recr: 11; bIAP activator: 0.7; Redox H2O2 prof: -0.7; PPARg SRC2 recr: 22; S1P3 antagonist: -20; Lmaj promast: 10; ROMK mod: -0.59
Entry for O=C(NCCCn1ccnc1)c1cccnc1 : bIAP inhibitor: -4; SRC2 TRFRET art: 1725; TLR4-MyD88 BLA: -2; PPARg SRC1 recr: -10; PPARg SRC3 recr: 2; bIAP activator: 1; Redox H2O2 prof: 0.1; PPARg SRC2 recr: -4; S1P3 antagonist: ·; Lmaj promast: -8; ROMK mod: ·

Going on with the list:
SMILES	bIAP inhibitor	SRC2 TRFRET art	TLR4-MyD88 BLA	PPARg SRC1 recr	PPARg SRC3 recr	bIAP activator	Redox H2O2 prof	PPARg SRC2 recr	S1P3 antagonist	Lmaj promast	ROMK mod
Cc1ccc(S(=O)(=O)NC2CCCc3ccccc32)cc1C (stereo not drawn)	14	1429	-2	1	-10	0.9	0.2	1	·	10	-0.77
CCCCSc1nnc2c(n1)OC(C(=O)c1ccccc1)Nc1ccccc1-2 (stereo not drawn)	12	1652	1	6	-4	0.9	-0.1	1	·	-7	-0.0092
CCOCCOc1nc2c(c(=O)n(C)c(=O)n2C)n1CCc1ccccc1	3	1384	13	0	-2	1	0.8	11	-13	-2	-0.65
c1ccc(CN2CCN(c3nc4ccccc4c4ccccc34)CC2)cc1	14	1492	-10	-2	2	0.9	0.7	4	·	6	-0.35
CC(=O)N(c1ccccc1C)C1CCCC1	-7	1686	1	6	-1	1.1	-0.1	1	0	-2	0.59
Cc1ccc(OCCCCn2ccnc2C)c(C)c1	-6	1471	13	-7	-2	1.1	0.0	1	-8	89*	-0.13
Cc1cccc(NC(=O)CSc2nnc(NC(=O)c3ccc(S(=O)(=O)N4CCOCC4)cc3)s2)c1C	-5	1540	-17	-10	0	1	0.1	-3	-12	87*	0.47
CN(NC(=O)/C=C/C(=O)O)c1ncc(C(F)(F)F)cc1Cl	-19	1690	-9	-5	-7	1.2	-1.8	-4	-11	-17	0.0026
C=CCC(O)(CC=C)C(C)N (stereo not drawn)	9	1601	-4	2	1	0.9	2.5	5	-5	-5	0.88
COc1ccc(NC(=O)C2CCCN2C(=O)Nc2ccccc2)cc1OC (stereo not drawn)	7	1315	-1	-7	3	0.9	3.7	3	·	8	·
Cc1nn(-c2ccccc2)c(-n2cccc2)c1C(=O)O	10	1376	-4	0	-3	0.9	-0.1	6	-7	0	0.12
CC(C)(C)c1ccc(C(=O)NCCC(=O)N2CCN(c3ncccn3)CC2)cc1	-5	1681	-12	6	4	1.1	0.3	16	·	49	-0.5
O=C(Oc1ccc2c(=O)c(Oc3ccc4ccccc4c3)coc2c1)c1ccco1	20	1651	-18	1	-7	0.8	-0.1	3	·	-10	·
COc1ccc(-c2cc(=O)[nH]c(NCc3ccccc3)n2)cc1	15	1796	7	9	-1	0.8	0.9	1	-14	16	·
CCCCn1ccc(=O)c2c(C(F)(F)F)nccc21	12	1576	1	-3	-3	0.9	-0.1	2	·	-3	0.2
COc1cccc(NC(=O)N2CCCC2C(=O)Nc2ccc3c(c2)OCCO3)c1 (stereo not drawn)	-8	1556	-11	-4	3	1.1	-1.0	-1	-10	-7	0.39
O=C(NNC(=O)C1CC(c2cccnc2)=NO1)Nc1ccccc1F (stereo not drawn)	-43	1468	8	3	6	1.4	-0.6	12	-11	-6	1.4
O=C(N/N=C/c1c[nH]c2ccccc12)c1cc(-c2ccc3ccccc3c2)n[nH]1	2	1722	-5	0	3	1	0.3	1	11	30	·
COc1ccc(S(=O)(=O)N(C)CC(=O)Nc2ccc(C(F)(F)F)cc2)cc1Cl	2	1505	-1	0	-1	1	0.2	-7	·	0	0.065
CC1(C)CC(=O)C2=C(C1)NCN(Cc1ccc3c(c1)OCO3)C2	7	1645	3	7	-1	0.9	0.4	16	8	-5	·
O=C1Nc2ncccc2OC1CCCl (stereo not drawn)	-4	1597	1	-6	-3	1	0.3	4	·	-1	0.0065
O=c1/c(=C\c2cccn2-c2ccccc2)sc2nc3ccccc3n12	14	1647	8	0	-3	0.9	-0.7	4	·	-9	-0.3
Cc1sc2ncnc(NCc3ccco3)c2c1C	0	1643	13	4	-2	1	-7.7	8	29	20	·
COc1ccc(CC(=O)O/N=C(\N)Cc2ccc(OC)c(OC)c2)cc1	-4	1579	-16	2	-2	1	-3.2	-6	·	92*	·
COc1ccc(N(CC(=O)NC2CCCC2)C(=O)c2ccc(N3CCCCC3)nc2)cc1	-15	1526	18	7	-5	1.1	0.1	3	16	2	-1.2
SMILES	bIAP inhibitor	SRC2 TRFRET art	TLR4-MyD88 BLA	PPARg SRC1 recr	PPARg SRC3 recr	bIAP activator	Redox H2O2 prof	PPARg SRC2 recr	S1P3 antagonist	Lmaj promast	ROMK mod
COc1ccccc1Oc1ccc(N/C=C/C(=O)c2ccco2)cc1	5	1598	14	6	0	0.9	-3.3	7	1	9	-0.15
Cc1ccc(OC(=O)CCC(=O)Nc2ccc(Br)cc2)cc1	6	1502	-2	-2	-5	0.9	-0.1	-7	-8	1	-0.099
CCc1ccc(-c2nc(CSCC(=O)NCCCN3CCCC3=O)c(C)o2)cc1	-8	1567	-5	-6	10	1.1	-5.1	4	4	1	-0.34
CCOC(=O)C1=C(C(F)(F)F)Nc2ncnn2C1c1cc(OC)ccc1OC (stereo not drawn)	-15	1642	-11	-4	-2	1.1	-0.1	-6	-2	-6	0.29
CN(C)C(CNC(=O)c1ccc2c(=O)n(-c3ccccc3F)c(=S)[nH]c2c1)Cc1ccccc1 (stereo not drawn)	-22	1481	12	11	-1	1.2	-0.2	3	-2	-1	-1.7
COc1ccc2nc(C)cc(SCC(=O)N/N=C/c3ccc(O)cc3O)c2c1	9	1777	-5	11	-3	0.9	0.5	-4	0	98*	·

4 entries out of the list above, ordered by the number in PPARg SRC1 recr, ascending.
mol	PPARg SRC1 recr
CCc1ccc(-c2nc(CSCC(=O)NCCCN3CCCC3=O)c(C)o2)cc1	-6
CCOC(=O)C1=C(C(F)(F)F)Nc2ncnn2C1c1cc(OC)ccc1OC (stereo not drawn)	-4
Cc1ccc(OC(=O)CCC(=O)Nc2ccc(Br)cc2)cc1	-2
COc1ccc2nc(C)cc(SCC(=O)N/N=C/c3ccc(O)cc3O)c2c1	11

Outcome played no part in choosing rows; 11% or so of the library scored in one or more.
